Screening results: PubChem BioAssay, National Center for Advancing Translational Sciences (NCATS)
GLP1R ag: GLP-1 receptor (human) agonism; Potency, µM (series often up to 45.6 µM), inactives show at the top dose activation, most hits filed as activators; P43220; hit rate 0.007% among 380,000; HEK293 GLP-1R CRE-luciferase, luminescence, 4-6 h; cells express a hypersensitive GLP-1R form; note: potency is the fitted concentration of half-maximal effect; % of control where 0% means no effect
Target sequence (P43220 whole entry, looked up): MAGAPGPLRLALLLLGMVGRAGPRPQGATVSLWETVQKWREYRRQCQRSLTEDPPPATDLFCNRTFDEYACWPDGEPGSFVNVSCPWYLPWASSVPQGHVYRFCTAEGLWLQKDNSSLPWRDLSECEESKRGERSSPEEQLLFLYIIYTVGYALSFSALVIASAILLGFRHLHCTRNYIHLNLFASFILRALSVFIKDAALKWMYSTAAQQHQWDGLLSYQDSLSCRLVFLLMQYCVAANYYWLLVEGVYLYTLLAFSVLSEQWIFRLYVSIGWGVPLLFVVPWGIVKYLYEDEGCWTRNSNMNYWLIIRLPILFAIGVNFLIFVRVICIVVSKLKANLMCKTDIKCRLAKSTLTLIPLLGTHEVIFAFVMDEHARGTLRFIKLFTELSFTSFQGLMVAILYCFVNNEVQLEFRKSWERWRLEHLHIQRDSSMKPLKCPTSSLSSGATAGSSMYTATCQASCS
HT1080 IDH1KD tx: kills HT-1080 cells with IDH1 knockdown | AID 686971 | HT-1080 IDH1 knockdown viability, ATP luminescence, 48 h | hit rate 2% among 360,000 | Potency, µM (top dose mostly 46.1 µM), for the others: at the highest dose activity, negative = toxicity, actives largely listed as cytotoxic;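 note: potency is the fitted concentration of half-maximal effect; 0% = DMSO wells and -100% = cell-free medium wells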
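HT-1080-IDH1KD cells (IDH1 knocked down), 750/well in RPMI with 5% FBS, treated with compound 48 h at 37 degrees C. Viability by CellTiter-Glo luminescence, normalised to DMSO and no-cell wells; concentration-response curves classed.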
KB-V1 MDR tox: kills drug-selected multidrug resistant KB-V1 cells | Potency, µM (doses to about 46.1 µM), for the others: at the top dose activity change, negative = cytotoxicity, actives largely listed as cytotoxic | KB-V1 MDR cells viability, CellTiter-Glo, 72 h | hit rate 3.4% among 400,000; note: potency is the fitted concentration of half-maximal effect; % is set by controls: 0 for no effect and ±100 for the full control effect; nearly all actives have a fitted effect of over 60% in size
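KB-V1, DMEM (no phenol red) + 10% FBS; cpd pin-transferred, titration series; 72 h, 37 degrees C; CellTiter-Glo, luminescence. Data normalized, curve-fit.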
SW480 rerep: induces DNA re-replication in SW480 colon adenocarcinoma cells; hit rate 1.8% among 340,000; AID 624297; Potency, µM (doses to about 46.1 µM), inactives show at the top dose re-replication activation, actives largely listed as activators; SW480 DNA re-replication, Hoechst DNA content imaging, 48 h; note: potency is the fitted concentration of half-maximal effect; % of control where 0% means no effect; nearly all actives have a fitted effect of over 55% in size
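First, 250 cells per well were seeded. Next, compound or vehicle (23 nL) was pinned in, plates sat 48 hr at 37 C. Finally Hoechst was added for 40 min before fluorescence scanning.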
KB-3-1 cytotox: KB-3-1 parental cell cytotoxicity | AID 1347075 | hit rate 1.4% among 400,000 | Potency, µM (titrated, usually from 46.1 µM), for the others: at the highest dose activity change, negative = cytotoxic, usual class: cytotoxic | KB-3-1 viability, CellTiter-Glo ATP luminescence, 72 h; note: potency is the fitted concentration of half-maximal effect; % is set by controls: 0 for no effect and ±100 for the full control effect; nearly all actives have a fitted effect of over 60% in size
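Viability of parental KB-3-1 cells, measured by CellTiter-Glo luminescence, followed a 72 h incubation at 37 °C with pinned compounds in phenol-red-free DMEM containing 10% FBS.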
D3 antag: blocks the human D3 dopamine receptor | AID 652054 | D3R cells, DiscoveRx beta-arrestin luminescence, antagonist mode; hits give low values | P35462 | hit rate 2.5% among 360,000 | max response, negative = inhibition, %; in the data active = max response below about -50%; inconclusive = no clear call, values can overlap the other calls; note: % is set by controls: 0 for no effect and ±100 for the full control effect; mostly tested at two doses, the higher about 12 µM
Target sequence (P35462 whole entry, looked up): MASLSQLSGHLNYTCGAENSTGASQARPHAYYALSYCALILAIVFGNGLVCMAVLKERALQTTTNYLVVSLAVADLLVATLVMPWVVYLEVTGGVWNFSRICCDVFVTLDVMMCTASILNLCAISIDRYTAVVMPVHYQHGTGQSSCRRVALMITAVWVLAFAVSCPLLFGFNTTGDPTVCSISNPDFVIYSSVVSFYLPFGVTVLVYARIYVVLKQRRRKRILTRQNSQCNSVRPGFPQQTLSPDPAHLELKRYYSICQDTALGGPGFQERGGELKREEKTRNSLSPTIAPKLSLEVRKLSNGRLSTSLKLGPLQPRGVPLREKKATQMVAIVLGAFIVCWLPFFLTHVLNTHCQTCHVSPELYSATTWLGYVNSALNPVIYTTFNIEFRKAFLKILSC
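Cells plated overnight at 1500 cells/well, then exposed to library compounds with dopamine controls for 90 minutes at 37 degrees C. DiscoveRx reagent added for 30–60 minutes at room temperature; luminescence read, quantitative HTS format.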
HT1080-NT tox: kills 2HG-producing HT-1080-NT fibrosarcoma cells. Potency, µM (titrated, usually from 46.1 µM), for the others: top-dose activity, negative = less viability, most hits filed as cytotoxic. AID 686970. hit rate 1.6% among 360,000. HT-1080-NT fibrosarcoma viability, CellTiter-Glo ATP luminescence, 48 h;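 note: NT is the 2HG producing partner of a matched IDH1 knockdown line; potency is the fitted concentration of half-maximal effect; 0% = DMSO-treated cells and -100% = media-only wells without cells; nearly all actives have a fitted effect of over 55% in size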
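Fibrosarcoma NT cells, 750 per well in 5% FBS RPMI, were exposed to compound for 48 hours. Viability: CellTiter-Glo luminescence.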
DRD3 agonist: agonists of human D3 dopamine receptor; max activation, %; hit rate 0.58% among 410,000; D3R DiscoveRx beta-arrestin cells, luminescence, 90 min; in the data active = max activation above about 30%; note: 0% is about no effect; mostly tested at two doses, the higher about 12 µM
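Agonist-mode cell screen: cells plated at 1500/well and incubated overnight at 37 °C, then exposed to library compounds for 90 min at 37 °C. Detection reagent was added for 30–60 min at room temperature, and luminescence was read.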
IL1B secr inh: blocks inflammasome-driven IL-1 beta release | THP-1 LPS/ATP IL-1B secretion, AlphaLISA, 16 h; hits give low values | activity change, % at 57.5 µM | hit rate 4.7% among 360,000; in the data active = activity change below about -50%; inconclusive = mostly about -30% to -49%; note: % is set by controls: 0 for no effect and ±100 for the full control effect
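Secreted IL-1B measured by AlphaLISA bead assay after 16 h compound exposure of THP-1 cells; compounds (final up to 57.5 uM) added 1 h before LPS (250 ng/mL) and ATP (1.25 mM) stimulation; lower signal means less secretion.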
Starred values were filed as active, the others as inactive; i = inactive; ? = inconclusive; . = no result given; & = joins results of further samples; [ ] = remark or other dose. Unless noted, calls come from the whole dose curve; as a rule, active = well fitted curve in the direction sought with a large enough effect; inconclusive = small, poorly fitted or top-dose-only effect, or another doubt; inactive = no such curve, though single readings can be large; an effect the other way counts as inactive or inconclusive.

SMILES | GLP1R ag | HT1080 IDH1KD tx | KB-V1 MDR tox | SW480 rerep | KB-3-1 cytotox | D3 antag | HT1080-NT tox | DRD3 agonist | IL1B secr inh
CCn1c(COc2ccccc2)nnc1SCC(=O)C(C)(C)C | 28% | -1% | -7% | 4% | -7% | ? | -3% | 1 | 3
O=C(NCc1nnc(SCC(=O)N2CCCCC2)o1)c1c(F)cccc1Cl | 2% | 0% | 6% | -4% | 2% | 11 | -6% | 4 | 20
COc1cc(NS(=O)(=O)c2ccc(NC(=O)COc3ccc(C)cc3C)cc2)nc(OC)n1 | 5% | -18% | 15% | -2% | 7% | 15 | 12% | -11 | 28
COc1ccccc1/C=N/Nc1nc(C)cc(=O)[nH]1 | -1% | 16% | 14% | . | -5% | -18 | 4% | 1 | 0
S=C(NCc1ccco1)Nc1ccc(Oc2ccc(Cl)cc2)cc1 | 10% | ? | -29% | 11% | -17% | 10 | ? | 5 | -91*
CC1CCN(CCOc2ccc(C(=O)c3ccccc3)cc2)CC1 | -5% | -11% | 0% | ? | -5% | -29 | -10% | -17 | -5
O=C(Nc1cccc(S(=O)(=O)NC2=NCCC2)c1)c1cc(-c2ccco2)nc2ccccc12 | 18% | -16% | 33% | -73%[inhibitor] | -1% | 8 | -1% | 8 | 35
CC(C)CCN(C(=O)CNC(=O)c1ccco1)C(C(=O)NC1CCCCC1)c1ccco1 (centres undefined) | -1% | 3% | -5% | 2% | -7% | 39 | 1% | -1 | -14
CCN(C(=O)[C@@H]1CCCN1C(=O)c1cccs1)c1nc2cc(Cl)ccc2s1 | 1% | -13% | ? | 4% | 15% | -5 | -10% | 6 | ?
Cc1sc2ncn(CC(=O)NCCCC(=O)N3CCN(c4ccccc4)CC3)c(=O)c2c1C | -4% | 9% | -8% | -6% | -3% | -5 | 1% | -4 | 7
Cc1ccc(NC(=O)c2ncn(CC(=O)NCc3ccccc3)n2)cc1C | -2% | 6% | 0% | -5% | -4% | 18 | 9% | 3 | -1
Cc1cccc(N2CCN(C(=O)c3cn(C)c(=O)c4c3c3ccccc3n4C)CC2)c1C | -8% | 18µM* | ? | ? | ? | -18 | ? | 4 | ?
CCOC(=O)C(C)Oc1cccc2c(=O)n(CC(=O)NCc3ccc4c(c3)OCO4)ccc12 (centres undefined) | 6% | ? | 7.3µM* | 4.1µM* | 6.5µM* | -4 | ? | -10 | -20
COc1ccc(COc2cc(-c3cccc(OC)c3)nc3ccc(NC(=O)C(C)C)cc23)cc1 | 4% | 2.9µM* | ? | 15µM* | 2.6µM* | 20 | ? | -15 | 61
Cc1ccc(C(C[N+](=O)[O-])c2c(-c3ccccc3O)[nH][nH]c2=O)cc1 (centres undefined) | -10% | 9.2µM* | ? | 15µM* | ? | -9 | ? | -2 | -102*
COc1ccc(NC(=O)CCn2cccc2)cc1 | -3% | -2% | 3% | 2% | -2% | ? | 0% | -10 | -3
CCOC(=O)COc1ccc(C2NC(C(=O)O)CS2)cc1 (centres undefined) | -21% | 0% | ? | -6% | 5% | 3 | -1% | 0 | -5
O=C(CSc1ccc(-c2ccc(Br)cc2)nn1)NC1CCCC1 | -2% | 0% | 3% | -5% | 0% | 1 | 3% | -1 | 0
COC(=O)c1ccc(COC(=O)c2ccc(C)c(S(=O)(=O)N3CCCCC3)c2)cc1 | ? | -3% | ? | -42%[inhibitor] | ? | 0 | -3% | 0 | 33
Cc1nc2ccc(NS(=O)(=O)c3ccc(F)c(F)c3F)cc2s1 | 2% | -6% | -3% | -3% | -23% | -14 | 1% | 0 | 47
COc1ccc(CN(C2CCCC2)S(=O)(=O)c2ccc(-n3cnnn3)c(OC)c2)cc1OC | 18% | -21% | ? | -3% | -23% | 15 | -23% | 17 | -52*
CCc1nc(-c2ccccc2)cc(=O)[nH]1 | 0% | -8% | -2% | -5% | 1% | 16 | 6% | 11 | 15
O=C(NCc1ccccc1)C1=C[C@@H](C2CC2)C[C@@H](OCCCCO)O1 | -1% | 6% | 3% | -52%[inhibitor][9.22 µM] | 2% | 0 | 11% | -8 | 2
CN(C)S(=O)(=O)c1ccc(Cl)c(NC(=O)COC(=O)CCSc2ccccc2)c1 | 1% | -6% | -16% | 0% | -5% | 0 | -3% | 1 | 34
CC(O)CNC(=O)Cc1cc(=O)[nH]c(=O)[nH]1 (centres undefined) | -2% | 17% | 0% | -4% | 9% | 7 | 7% | -4 | 29
CN(C)c1ccc(N/C=C/C(=O)c2ccc(F)cc2)cc1 | -6% | ? | -20% | ? | ? | -8 | ? | -17 | -29
CC(=O)c1ccc(NC(=O)CSc2nc3[nH]c(=O)cc(O)c3s2)cc1 | 1% | -1% | -2% | -2% | -1% | 8 | -6% | -10 | -3
Cc1cc2cc(CNC(=O)Cc3ccc([N+](=O)[O-])cc3)ccc2[nH]1 | 3% | -6% | ? | -4% | -2% | -5 | -2% | -2 | 21
Cc1ccc2[nH]c(=O)c(C(c3nnnn3C(C)(C)C)N3CCN(C(=O)c4ccco4)CC3)cc2c1 (centres undefined) | -2% | 0% | 5% | -3% | 1% | -12 | 15% | -8 | 30
CCOc1ccc(N(CC(=O)N2CC=C(c3ccccc3)CC2)S(=O)(=O)c2c(C)noc2C)cc1 | 1% | 3% | 0% | 0% | -4% | -13 | 0% | 1 | -7
CN(C)c1nc(SCC#N)nc(N(C)C)n1 | 8% | 0% | -2% | -2% | 5% | 16 | -1% | -1 | -11
CN1CCN(C(=O)COCc2cc(-c3ccc4c(c3)OCO4)on2)CC1 | 3% | 0% | -1% | -13% | -11% | -28 | 19% | -3 | -9
O=C(NCC(=O)N(c1ccc2c(c1)OCO2)C(C(=O)NC1CCCC1)c1cccs1)c1ccco1 (centres undefined) | -8% | -2% | -2% | 17% | 12% | 10 | -12% | 8 | 6
O=[N+]([O-])c1ccc(O)c(/C=N\N=C2c3ccccc3-c3ccccc32)c1 | -23% | -7% | 13µM* | ? | 8.2µM* | -78* | -17% | -19 | -23
CCOc1ccccc1C(=O)NCCC(=O)O | -8% | -1% | ? | -3% | 4% | -1 | -6% | 0 | 2
Cc1ccc([N+](=O)[O-])cc1S(=O)(=O)N1CCCC1 | 13% | 9% | -20% | 0% | -1% | ? | -1% | -9 | 9
COc1ccc(-n2nc3c(c2NC(=O)C2CC(=O)N(c4ccccc4)C2)CS(=O)(=O)C3)cc1 (centres undefined) | -3% | 11% | 3% | -4% | ? | -8 | 8% | -3 | i
Cc1ccc(S(=O)(=O)N2CCOCC2)cc1NC(=O)CNCC1CCCCC1 | 0% | 2% | ? | -4% | -23% | -9 | 0% | 16 | -11
COc1ccc(C2(C(N)=O)CCCCC2)cc1OC | 27% | 15% | 0% | -4%[9.22 µM] | 1% | 4 | -1% | -2 | -15
COc1cccc(/C=C/C(=C2/C(=O)N(c3ccccc3)N=C2C)c2ccc(C)cc2)c1OC | 7% | 30% | ? | -5% | 12% | -1 | 4% | -5 | 0
COc1ccc(NC(=O)/C(C#N)=C/c2ncc([N+](=O)[O-])n2C)c(OC)c1 | 6% | -5% | 18% | ? | -6% | -17 | -7% | -13 | 15
CC1Cc2ccccc2N1S(=O)(=O)c1cnc(Cl)c(Cl)c1 (centres undefined) | 3% | 2% | 0% | -5% | 2% | -14 | -3% | -7 | ?
O=C(CCN1CCOCC1)Nc1cc(C(=O)Nc2ccccc2F)ccc1N1CC2CC(C1)c1cccc(=O)n1C2 (centres undefined) | 8% | 4% | ? | -9% | 15% | 2 | -1% | 5 | -6
Cc1ccc(S(=O)(=O)Nc2ccc(-n3c(C)nc4ccccc4c3=O)cc2)cc1 | 11% | -16% | ? | ? | 0% | -25 | -10% | -24 | ?
Cc1ccc(-c2noc(CSc3nnc(Cc4ccccc4)n3-c3cccc(C)c3)n2)cc1 | 6% | ? | -19%&-14% | 18% | ? | -9 | 1%[9.24 µM] | 0&-31 | ?
O=C1C(=O)N(Cc2cccnc2)C(c2ccccn2)/C1=C(/O)c1ccccc1 (centres undefined) | -2% | 13% | 9% | 2% | 1% | -17 | 17% | 9 | 5
CC(C)CC(=O)N1CCN(Cc2ccc(C(F)(F)F)cc2)CC1 | -4% | -8% | -7% | -5% | -1% | 5 | 10% | 9 | -6
COc1ccc(-c2nnc(SCCC(=O)O)n2-c2ccccc2)cc1OC | -13% | 2% | 10% | 4% | -13% | -7 | 7% | 10 | 12
O=C1NCN(C2CCCCC2)CN1 | 4% | -26% | 23% | -5% | 8% | 4 | 4% | 9 | 4

Three structures already listed, arranged by molecular weight, low to high.
SMILES | GLP1R ag | HT1080 IDH1KD tx | KB-V1 MDR tox | SW480 rerep | KB-3-1 cytotox | D3 antag | HT1080-NT tox | DRD3 agonist | IL1B secr inh
O=C1NCN(C2CCCCC2)CN1 | 4% | -26% | 23% | -5% | 8% | 4 | 4% | 9 | 4
CC(C)CC(=O)N1CCN(Cc2ccc(C(F)(F)F)cc2)CC1 | -4% | -8% | -7% | -5% | -1% | 5 | 10% | 9 | -6
O=C(CCN1CCOCC1)Nc1cc(C(=O)Nc2ccccc2F)ccc1N1CC2CC(C1)c1cccc(=O)n1C2 (centres undefined) | 8% | 4% | ? | -9% | 15% | 2 | -1% | 5 | -6

Retrieved one by one from above (three):
SMILES | GLP1R ag | HT1080 IDH1KD tx | KB-V1 MDR tox | SW480 rerep | KB-3-1 cytotox | D3 antag | HT1080-NT tox | DRD3 agonist | IL1B secr inh
O=C1NCN(C2CCCCC2)CN1 | 4% | -26% | 23% | -5% | 8% | 4 | 4% | 9 | 4
COc1ccc(-c2nnc(SCCC(=O)O)n2-c2ccccc2)cc1OC | -13% | 2% | 10% | 4% | -13% | -7 | 7% | 10 | 12
O=C(CCN1CCOCC1)Nc1cc(C(=O)Nc2ccccc2F)ccc1N1CC2CC(C1)c1cccc(=O)n1C2 (centres undefined) | 8% | 4% | ? | -9% | 15% | 2 | -1% | 5 | -6
